CatL block: blocks human cathepsin L protease activity | purified cathepsin L, fluorogenic substrate, fluorescence | inhibition, %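 (tested at 10 µM)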 | hit rate 0.17% among 58,000; in the data active = inhibition above about 45%;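 note: 0% = enzyme with no compound and 100% = no enzyme blank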
Target sequence (P07711 114-288 limits assumed): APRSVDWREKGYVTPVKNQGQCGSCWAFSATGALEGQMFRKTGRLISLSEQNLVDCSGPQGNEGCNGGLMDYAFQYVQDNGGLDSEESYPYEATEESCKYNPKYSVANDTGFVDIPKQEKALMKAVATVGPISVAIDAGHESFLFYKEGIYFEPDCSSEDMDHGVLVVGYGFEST
Target sequence (P07711 292-333 limits assumed): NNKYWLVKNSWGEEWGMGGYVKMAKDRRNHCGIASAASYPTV
E coli RNAP: inhibitors of Escherichia coli RNA polymerase; AID 559; inhibition, %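 (tested at 10 µM)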; hit rate 0.2% among 62,000; E. coli RNA polymerase, fluorescence transcription assay; P0A8V2; in the data active = inhibition above about 20%;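 note: 0% = enzyme without compound and 100% = no enzyme blank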
Cathepsin G inh: inhibitors of human cathepsin G; hit rate 0.2% among 62,000; AID 581; purified enzyme, AMC-tetrapeptide fluorescence, pooled mixtures; P08311; inhibition, % at 5 µM (by protocol);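 active = inhibition above 20% in each of the two mixture wells holding the compound; inactive = inhibition of 20% or less in either well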;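 note: 0% = enzyme control without mixture and 100% = blank lacking enzyme; strong numbers were not always called active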
Target sequence (P08311 21-244 limits assumed): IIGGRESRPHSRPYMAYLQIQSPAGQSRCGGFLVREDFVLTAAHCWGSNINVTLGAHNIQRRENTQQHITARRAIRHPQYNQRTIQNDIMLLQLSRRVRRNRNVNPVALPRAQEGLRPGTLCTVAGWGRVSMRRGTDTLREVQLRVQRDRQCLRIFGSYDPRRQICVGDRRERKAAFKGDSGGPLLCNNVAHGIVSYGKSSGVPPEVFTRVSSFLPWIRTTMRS
FXIa inh mix: blocks human factor XIa in pooled compound mixtures; P03951; purified FXIa, fluorogenic substrate; inhibition, % at 5 µM; hit rate 0.19% among 62,000; AID 680; in the data active = inhibition above about 20%, passing the limit was not always enough;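 note: each value is inhibition by a whole ten-compound pool holding the compound; 0% = enzyme with no mixture and 100% = wells lacking enzyme; strong numbers were not always called active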
CatB mixtures: inhibitors of human cathepsin B in compound mixtures. P07858. Purified cathepsin B, AMC dipeptide fluorescence. inhibition, %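 (ten-compound pools at 5 µM per compound and 50 µM total)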. hit rate 0.06% among 62,000; in the data active = inhibition above about 22%, passing the limit was not always enough; inconclusive = no clear call, values can overlap the other calls;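 note: 0% = enzyme without compound and 100% = no enzyme blank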
AP complement: alternative pathway complement inhibition, orthogonal assay; Human serum alternative complement pathway, LPS-coated ELISA, C3 deposition; tested in compound mixtures; inhibition, % at 5 µM; hit rate 0.08% among 62,000;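 active = inhibition above 30% in each of the two pooled mixtures holding the compound, so the lower value exceeds 30%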;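 note: 0% = serum in Mg-EGTA without compound and 100% = EDTA serum blank; some compounds past the cut are filed as inactive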
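Test system – human serum alternative complement pathway, C3 deposition on LPS-coated wells · Buffer or medium – diluted human serum in Mg2+-EGTA GVB++ · Compound dosing – 5 µM each compound, pools of ten, 50 µM per pool · Schedule – 1 h serum-compound exposure at 37 °C · Measured by – Anti-C3 ELISA, OD 450 nm · Read-out basis – percent inhibition of C3 deposition onto LPS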
CatB inh: inhibitors of human cathepsin B | P07858 | purified cathepsin B, fluorogenic substrate, fluorescence | inhibition, %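 (tested at 10 µM)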 | hit rate 0.1% among 63,000 | AID 453; in the data active = inhibition above about 21%;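 note: 0% = enzyme with no compound and 100% = no enzyme blank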
C1s inh: blocks human complement C1s protease activity; P09871; purified C1s, fluorogenic AMC substrate, pooled mixtures; mean inhibition % of two 10-compound mixtures (stronger effect = higher value), % at 5 µM (by protocol); hit rate 0.16% among 62,000;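 active = inhibition above 20% in each of the two 10-compound mixture wells holding the compound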;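 note: 0% = enzyme wells lacking compound mixture and 100% = no-enzyme blank wells; some compounds called inactive have numbers as strong as hits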
CatS inh: human cathepsin S inhibition; hit rate 0.06% among 62,000; recombinant cathepsin S, AMC dipeptide fluorescence, pooled mixtures; inhibition, %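 (tested at 5 µM per compound within 10-compound mixtures)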; AID 501; in the data active = inhibition above about 32%, passing the limit was not always enough; inconclusive = no clear call, values can overlap the other calls;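 note: 0% = enzyme without compound and 100% = blank without enzyme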
Target sequence (P25774 115-331 limits assumed): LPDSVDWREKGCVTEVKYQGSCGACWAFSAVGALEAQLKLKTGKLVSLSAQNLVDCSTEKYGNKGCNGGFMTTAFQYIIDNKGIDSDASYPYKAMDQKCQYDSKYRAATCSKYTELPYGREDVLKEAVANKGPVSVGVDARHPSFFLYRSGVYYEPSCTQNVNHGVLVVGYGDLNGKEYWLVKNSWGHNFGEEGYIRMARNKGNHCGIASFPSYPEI
Active calls of the source: *; ? = inconclusive; / = no result given.

CatL block	E coli RNAP	Cathepsin G inh	FXIa inh mix	CatB mixtures	AP complement	CatB inh	C1s inh	CatS inh	SMILES
11	5	4	-11	-4	4	5	-30	?	O=C(CSc1nnc(-c2ccccc2Br)o1)N1CCc2ccccc2C1
13	-3	3	14	0	8	0	6	-1	FC(F)(F)COc1nc(OCC(F)(F)F)nc(N2CCN(c3ccccc3)CC2)n1
1	8	10	3	5	13	1	2	2	CC1(C)N=C(C(=O)c2ccccc2)N(O)C1(C)O (centres undefined)
8	3	8	-5	2	11	3	-16	2	C/C(N)=C(/C#N)C(=O)CSc1nnc(COc2ccccc2Cl)o1
-1	/	9	1	-3	16	2	7	1	O=C(NO)C1CC2C=CC1C2 (centres undefined)
12	1	6	2	0	28	2	4	-2	Cc1cc(Cl)c(S(=O)(=O)NCc2ccncc2)cc1OCC(N)=O
-2	9	-3	1	4	21	-2	-21	-7	Cc1ccc(N(CC(O)COCc2ccco2)S(=O)(=O)c2ccc(C)cc2)cc1 (centres undefined)
-8	-1	-21	-36	-17	4	-3	-88	-24	COc1cc(C(=O)Nc2ccc3c(c2)OCO3)ccc1-n1cnnn1
-4	7	2	-7	1	-17	-4	3	6	Cc1nnc(SCC(N)=O)n1CC1CCCO1 (centres undefined)
-3	7	-5	3	4	-1	-2	-10	9	CCCC(=O)Nc1ccc(N2CCCCC2)cc1
45	8	9	3	5	14	1	11	3	O=C(CCn1nc(-c2ccc(Cl)cc2)ccc1=O)NCCCN1CCCCCC1
-1	-1	8	8	2	22	4	13	-5	Cc1ccc(/C=c2\sc3nc(-c4ccco4)nn3c2=O)o1
-3	6	-6	9	3	9	-4	-45	9	c1ccc(OCc2nn3c(Cn4cnc5ccccc54)nnc3s2)cc1
/	4	8	7	2	-3	0	16	14	OC1CCN(c2c3c(nc4cc(-c5cccc(F)c5)nn24)CCCC3)CC1
1	2	-4	5	4	10	-6	-3	1	CCCc1nc2oc3c(NCCN4CCOCC4)ncnc3c2c2c1CCCC2
/	2	24	38	18	-7	11	9	15	Cc1cc(C)c2cc(CN(Cc3nnnn3C3CCCCC3)CC3CCCO3)c(=O)[nH]c2c1 (centres undefined)
-5	5	12	5	2	8	1	11	8	Cc1ccc2nc(SCC(=O)O)nc(C)c2c1
-6	5	0	8	6	3	1	2	15	COCCCN1C(=O)C(=O)/C(=C(/O)c2ccc(OC(C)C)cc2)C1c1ccc(O)c(OC)c1 (centres undefined)
10	9	11	-6	1	-7	1	-16	8	Cc1nc2sc(C(c3cccc(F)c3)N3CCOCC3)c(O)n2n1 (centres undefined)
9	4	-1	3	4	2	-7	-32	16	CCOC(=O)Nc1ccc(C(=O)NCC2CCCO2)cc1 (centres undefined)
1	6	9	6	6	12	1	13	2	COc1ccc(C2SCC(=O)N2c2c(C)n(C)n(-c3ccccc3)c2=O)c(OC)c1 (centres undefined)
8	10	12	3	4	8	7	7	22	COc1ccc(NC(=O)CSc2nc3c(c(=O)n2-c2ccc(F)cc2)SCC3)cc1
20	8	6	-6	-4	3	/	-20	2	Cc1c(C)[n+](=O)c(-c2ccco2)c(C)n1[O-]
1	6	10	-2	-6	4	3	7	-1	COc1ccc2cc(C(c3nnnn3CCc3ccccc3)N3CCCC(C)C3)c(=O)[nH]c2c1 (centres undefined)
5	5	4	-8	-1	3	14	-4	9	CN1C(=O)CSc2ccc(NC(=O)N3CCc4ccccc43)cc21
/	0	2	2	-1	3	-2	8	-3	CCc1nc(C)cn1S(=O)(=O)c1cc(OC)c(C)cc1C
13	8	9	-1	1	9	4	-2	9	Cc1ccc(O)c(C(=O)c2cnn(C(=O)Cc3csc(C)n3)c2)c1
10	3	0	4	5	11	-6	1	4	COc1ccc(N(CC(=O)Nc2cccc(C)c2)S(=O)(=O)c2c(C)n[nH]c2C)cc1
-40	2	-6	-1	3	3	4	-10	-7	COc1cc2[nH]c3c(=O)n(CCN4CCCCC4)cnc3c2cc1OC
0	-2	-31	-29	-8	-11	7	-71	-18	CC(C)C[C@H](NC(=O)OC(C)(C)C)c1nnc(SCc2cccc(F)c2)o1
/	4	-5	1	-3	13	2	-74	-6	COc1ccc(-c2noc(CCC(=O)NCCCN3CCC(C)CC3)n2)cc1
0	3	-4	-3	2	3	3	-30	-2	Cc1cccc(N(CC(=O)NC2CCCCC2)C(=O)c2c(C)noc2C)c1
-6	-13	-16	-5	1	-1	0	-33	-7	Cc1cccc(C)c1OCCCCc1c(C)n[nH]c1C
-16	/	-2	8	4	18	1	10	-1	O=C(Nc1ccc2nc(-c3ccc(Br)o3)[nH]c2c1)c1ccco1
-1	4	-1	-2	1	-4	4	-9	6	CN(C)c1ccc(/C=C/C(O)=C2/C(=O)N(C)C3(C)CC2c2ccccc2O3)cc1 (centres undefined)
0	0	10	8	2	11	-1	15	10	COc1cc2[nH]c(=O)n(Cc3ccc(C(=O)NCC4CCCO4)cc3)c(=O)c2cc1OC (centres undefined)
1	-1	8	0	-1	23	1	3	5	CC1CCCC(C)N1C(=O)CSc1nnc(C2CCCCC2)o1 (centres undefined)
-5	13	16	6	3	-3	0	-13	13	CCN(CC)C(=O)CSC1=C(C#N)C(c2ccco2)C(C(=O)OCCOC)=C(C)N1 (centres undefined)
2	4	1	-3	-3	5	1	-23	-9	COCCNC(=O)C(OC(=O)c1ccco1)c1ccccc1OC (centres undefined)
-3	4	8	12	3	19	1	10	1	Cn1cc(S(=O)(=O)N2CCc3ccccc3C2)c(=O)n(C)c1=O
1	-2	-10	5	2	-4	1	-7	-5	CCOc1ccccc1-n1c(SCC(N)=O)nnc1-c1ccc(O)cc1
-5	-1	-3	2	2	5	1	-23	25	O=C(CSc1nnc2sc3ccccc3n12)N1CCN(c2ccccc2)CC1
17	3	10	2	-1	6	-1	14	0	COc1ccc(NC(=O)c2cc3ccccn3n2)cc1
8	6	23	2	8	4	-4	-4	16	O=C(Nc1ccccc1)N1CCSCC1
2	-1	10	-5	3	12	0	3	-6	CSc1sc(C)cc1C1C(C#N)=C(N)N(c2cccnc2)C2=C1C(=O)CC(C)(C)C2 (centres undefined)
10	3	8	2	0	7	2	-1	0	Cc1ccc(-n2c(SCC(=O)OC(C)C)nnc2-c2ccco2)cc1
-53	-4	5	-1	3	12	-1	-33	-8	COC(=O)C1=CN(CC2CCCO2)C=C(C(=O)OC)C1c1cc(OC)c(OC)c(OC)c1 (centres undefined)
24	19	14	0	3	8	4	5	7	CCc1ccc(OC)c(S(=O)(=O)Nc2ccccc2C)c1
11	-1	-4	3	-2	-6	3	-2	0	COc1ccc(CNC(=O)C2CCCN2S(=O)(=O)c2ccc(S(=O)(=O)N(C)C)cc2)cc1 (centres undefined)
11	7	11	9	3	11	2	17	3	COc1ccc(S(=O)(=O)Nc2cccc(NC(C)=O)c2)cc1
-12	0	-2	10	3	11	-3	-10	-2	Cc1ccc2oc(=O)c3cc(C(=O)N4CCN(c5ncccn5)CC4)sc3c2c1
/	9	0	2	0	6	1	-6	4	CCC(C)N(CCNC(=O)CC1Oc2ccccc2NC1=O)C1CCCCC1 (centres undefined)
34	7	1	3	6	5	-3	-11	1	Cc1cccc(CN2CCC(CNC(=O)C3CCCN(S(=O)(=O)c4cnc[nH]4)C3)CC2)c1 (centres undefined)
10	-6	-4	3	-1	6	2	-1	3	COc1ccc(S(=O)(=O)N2CCCC(C(=O)Nc3cccc(C(C)=O)c3)C2)cc1 (centres undefined)
-14	2	24	15	-4	10	2	20	9	COc1cccc(C(=O)Cn2c(Br)nc3c2c(=O)n(C)c(=O)n3C)c1
11	9	10	-2	0	-7	3	11	7	COc1ccc(C2/C(=C(\O)c3ccc(OC)c(Cl)c3)C(=O)C(=O)N2CCN(C)C)cc1 (centres undefined)
25	2	5	4	0	-3	5	-18	1	CC1(c2ccccc2)NC(=O)N(CCOc2ccccc2)C1=O (centres undefined)
7	2	10	2	4	16	-3	-14	-4	CC1NC(=O)NC1CCCCCC(=O)NCCc1ccccc1 (centres undefined)
6	-9	-7	3	-7	-11	2	-3	1	O=C(Nc1nnc(-c2ccccc2)o1)NC1CCCCC1

Of the compounds above, 8 contain a furan ring, fused or not:
CatL block	E coli RNAP	Cathepsin G inh	FXIa inh mix	CatB mixtures	AP complement	CatB inh	C1s inh	CatS inh	SMILES
-2	9	-3	1	4	21	-2	-21	-7	Cc1ccc(N(CC(O)COCc2ccco2)S(=O)(=O)c2ccc(C)cc2)cc1 (centres undefined)
-1	-1	8	8	2	22	4	13	-5	Cc1ccc(/C=c2\sc3nc(-c4ccco4)nn3c2=O)o1
1	2	-4	5	4	10	-6	-3	1	CCCc1nc2oc3c(NCCN4CCOCC4)ncnc3c2c2c1CCCC2
20	8	6	-6	-4	3	/	-20	2	Cc1c(C)[n+](=O)c(-c2ccco2)c(C)n1[O-]
-16	/	-2	8	4	18	1	10	-1	O=C(Nc1ccc2nc(-c3ccc(Br)o3)[nH]c2c1)c1ccco1
-5	13	16	6	3	-3	0	-13	13	CCN(CC)C(=O)CSC1=C(C#N)C(c2ccco2)C(C(=O)OCCOC)=C(C)N1 (centres undefined)
2	4	1	-3	-3	5	1	-23	-9	COCCNC(=O)C(OC(=O)c1ccco1)c1ccccc1OC (centres undefined)
10	3	8	2	0	7	2	-1	0	Cc1ccc(-n2c(SCC(=O)OC(C)C)nnc2-c2ccco2)cc1

These rows are one share of the data; the hit share may differ from the screen's.
